# Bioassay records from PubChem.
# Kir21 inh = Kir2.1 (mouse) channel inhibition; P35561; HEK293-Kir2.1, FluxOR thallium flux fluorescence; active compounds read low; B-score at 10 µM; actives 0.85% (n = 310,000);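 active = fluorescence ratio B-score at or below minus 3 SD of library scores, with starting-brightness B-score within 2 SD, cut at about -4.2 in these data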;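 note: channel flux triggered by added potassium and thallium sulfate stimulus; B-score of peak minus minimum fluorescence over baseline after thallium stimulus; more negative B-score means stronger Kir2.1 block with less thallium influx; some compounds called inactive have numbers as strong as hits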
# Target sequence (P35561 whole entry, looked up): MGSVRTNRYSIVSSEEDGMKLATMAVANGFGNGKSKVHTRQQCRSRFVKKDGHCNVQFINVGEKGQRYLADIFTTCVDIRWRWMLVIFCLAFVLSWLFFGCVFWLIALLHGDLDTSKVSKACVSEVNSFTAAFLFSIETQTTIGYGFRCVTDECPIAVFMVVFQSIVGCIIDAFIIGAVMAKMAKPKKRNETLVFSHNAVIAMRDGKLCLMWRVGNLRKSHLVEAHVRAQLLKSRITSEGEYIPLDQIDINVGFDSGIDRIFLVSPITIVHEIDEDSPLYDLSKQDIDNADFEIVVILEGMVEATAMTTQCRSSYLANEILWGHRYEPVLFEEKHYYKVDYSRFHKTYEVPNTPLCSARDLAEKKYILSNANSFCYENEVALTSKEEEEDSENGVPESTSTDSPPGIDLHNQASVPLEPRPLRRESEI
# STK33 inh = human STK33 kinase inhibition. Q9BYT3. purified STK33, MBP phosphorylation, ADP-Glo luminescence. actives 0.073% (n = 320,000). inhibition, % at 10 µM;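 active = inhibition at or above 25%, using the most active replicate where run in duplicate; inactive = inhibition below 25%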
# Target sequence (Q9BYT3 whole entry, looked up): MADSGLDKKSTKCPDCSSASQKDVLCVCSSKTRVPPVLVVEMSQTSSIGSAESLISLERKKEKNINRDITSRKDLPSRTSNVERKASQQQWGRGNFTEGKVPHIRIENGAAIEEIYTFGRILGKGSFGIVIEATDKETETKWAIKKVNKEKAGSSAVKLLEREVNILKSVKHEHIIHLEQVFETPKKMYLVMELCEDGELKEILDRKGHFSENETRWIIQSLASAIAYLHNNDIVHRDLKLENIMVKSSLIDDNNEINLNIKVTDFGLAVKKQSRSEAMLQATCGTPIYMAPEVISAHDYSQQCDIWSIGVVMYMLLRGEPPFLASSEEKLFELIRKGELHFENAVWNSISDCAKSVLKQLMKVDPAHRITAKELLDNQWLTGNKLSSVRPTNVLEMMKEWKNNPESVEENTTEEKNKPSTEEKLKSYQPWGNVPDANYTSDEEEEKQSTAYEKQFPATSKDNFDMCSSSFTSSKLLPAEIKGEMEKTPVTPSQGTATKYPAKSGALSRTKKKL
# * marks the source's active call; other numbers are inactive results; . = no result given.
molecule,STK33 inh,Kir21 inh
CC(NC(=O)C1CCN(S(=O)(=O)c2cnc[nH]2)CC1)c1ccccc1 (stereo not given),.,-0.36
Nc1ccc(C(=O)Nc2ccccc2C(=O)O)cc1,2.0,2.2
COc1cc(-c2nc(-c3ccncc3)no2)cc(OC)c1OC,0.1,0.66
Cc1cccc(NC(=O)NNC(=O)c2c(Cl)c(C)nn2C)c1,-1.4,0.32
CC(=O)Nc1sc(NC(=O)c2ccccc2)nc1-c1cccs1,0.4,0.73
CCN(CC)c1ccc(/C=N/N2C(=O)c3ccccc3C2=O)c(O)c1,-3.2,0.26
O=C(Nc1cccc(NC(=O)c2cccc(Cl)c2)c1)c1cccnc1,0.7,0.45
CCc1ccccc1OCC(=O)Nc1cc(S(=O)(=O)N(CC)CC)ccc1N1CCOCC1,0.8,.
COc1ccc(CNC(=O)[C@H](C)NC(=O)C2CCN(C(=O)[C@@H](N)CCSC)CC2)cc1,0.7,2.7
O=C(C(=O)N1CCCCC1)c1cn(CC(=O)N2CCCCCC2)c2ccccc12,-2.4,-0.16
CCN(CC)S(=O)(=O)c1ccc(NC(=O)COC(=O)CCc2cc(OC)c(OC)c(OC)c2)cc1,-0.3,0.55
Cc1nn(-c2ccc(Cl)cc2)c2sc(C(=O)N3CCN(c4ccccn4)CC3)cc12,0.3,0.91
COc1ccc(OC)c2[nH]c(=O)c(CCNC(=O)c3ccc(S(=O)(=O)N4CCCC4)cc3)cc12,1.6,-0.82
CCC1CCc2c(sc(NC(=O)c3ccco3)c2C(N)=O)C1 (stereo not given),0.3,-2.6
CN(Cc1ccc(Br)cc1)CC(O)COc1cccc(Br)c1 (stereo not given),-1.2,-3.6

# New compounds follow
molecule,STK33 inh,Kir21 inh
Cc1cccc(Cn2c(C)c(C)c3cc(C(=O)NCCN4CCOCC4)ccc32)c1,-0.7,-0.84
O=S(=O)(c1ccc(Br)s1)n1cccn1,-1.2,-0.75
Cc1ccc(OCCC(=O)Nc2ccc(S(=O)(=O)Nc3cc(C)nc(C)n3)cc2)cc1,1.1,-0.13
CC(C)CCNC(=O)NC(=O)CSc1ccc(S(=O)(=O)N2CCOCC2)cn1,1.2,.
OC(CN1CCN(c2ccccn2)CC1)Cn1c2ccc(Cl)cc2c2cc(Cl)ccc21 (stereo not given),-0.5,0.52
CC(C)CC(N)C(=O)OCc1ccc([N+](=O)[O-])cc1 (stereo not given),-1.4,-1.3
CCOC(=O)[C@H]1[C@H]2COc3cc(OC)ccc3[C@@H]2N2C(=O)c3cc(F)c(F)cc3NC(=O)[C@@]12C,4.4,.
CCc1ccc(OCCn2ccnc2)cc1,-2.9,-0.09
COc1ccc(C(=O)OCC(=O)NC(C)CCc2ccccc2)cc1OC (stereo not given),-0.2,1.1
CC(=O)Nc1cccc(Oc2ncnc3scc(-c4ccccc4)c23)c1,0.0,0.23
C=CCc1c(C)[nH]c2ccc(C)cc2c1=O,-3.0,-0.38
C/C=C(\C)C(=O)NCCN1C2=NC[C@H](Cc3ccc(O)cc3)N2C[C@H]1Cc1ccc(O)cc1,1.5,-0.36
COC(=O)c1ccccc1NC(=O)N1CCN(c2ccc(OC)cc2)CC1,-1.4,-0.03
COc1ccc(CCN(Cc2cccs2)S(=O)(=O)c2ccc(-n3cnnn3)cc2)cc1OC,-0.8,.
CCCC(=O)Nc1ccc(C(=O)NNC(=O)c2cccs2)cc1,-2.5,-1.7

# The list goes on.
molecule,STK33 inh,Kir21 inh
CCNC(=O)COC(=O)c1cc(=O)[nH]c2ccccc12,0.1,-0.45
CC(=O)N1CCN(S(=O)(=O)c2cccc(C(=O)NNC(=O)COc3ccc(Cl)cc3C)c2)CC1,-0.8,2.8
O=C(N/N=C/c1cc(Br)ccc1O)C(c1ccncc1)N1CCOCC1 (stereo not given),0.0,1.7
Cc1c(C(=O)OCC(=O)Nc2ccc(C(N)=O)cc2)cccc1[N+](=O)[O-],-1.4,-1.3
O=C(NNC(=S)Nc1ccc(Br)cc1)c1cccnc1,-0.1,-0.67
CCOc1cc(/C=N/NC(=O)c2ccccn2)ccc1OC(=O)c1cccs1,0.8,-0.16
CC12CCCCN1CCCc1c2[nH]c2ccccc12 (stereo not given),-1.2,-1.3
O=C(Cn1cnc2sc3c(c2c1=O)CCCC3)NCC(=O)Nc1ccc(F)cc1F,0.7,-0.19
C(=Nc1ccc(Nc2ccccc2)cc1)c1ccc2ccccc2c1,-0.6,.
O=Cc1cnc2ccccc2c1-c1ccccc1,-0.4,1.5
COc1ccccc1C(=O)N1CCN=C1c1ccccc1,-3.7,-0.17
CCOC(=O)CC1C(=O)NCCN1Cc1cccc(C(F)(F)F)c1 (stereo not given),-0.4,0.05
CCOC(=O)C1CCN(CCC(=O)Nc2cccc(C)c2)CC1,-0.1,-2.3
O=C(COc1coc(CN2CCN(c3ccccc3)CC2)cc1=O)Nc1cccc(F)c1,-1.3,-0.09
O=C(NCCCN1CCOCC1)c1ccc(CS(=O)(=O)Cc2ccccc2Cl)o1,-1.8,-2.4

# Given with each value named: entries from further up.
Cc1c(C(=O)OCC(=O)Nc2ccc(C(N)=O)cc2)cccc1[N+](=O)[O-]
- STK33 inh = -1.4
- Kir21 inh = -1.3

O=C(NNC(=S)Nc1ccc(Br)cc1)c1cccnc1
- STK33 inh = -0.1
- Kir21 inh = -0.67

CCOc1cc(/C=N/NC(=O)c2ccccn2)ccc1OC(=O)c1cccs1
- STK33 inh = 0.8
- Kir21 inh = -0.16

CC12CCCCN1CCCc1c2[nH]c2ccccc12 (stereo not given)
- STK33 inh = -1.2
- Kir21 inh = -1.3

# Next section
molecule,STK33 inh,Kir21 inh
O=C(CSc1ncnc2sc(-c3ccccc3)cc12)NC1CCS(=O)(=O)C1 (stereo not given),-0.3,-0.58
Cc1ccc(S(=O)(=O)Nc2c(Cl)c(Cl)c(O)c3ccccc23)cc1,0.3,-4.2
Cc1ccc(NC(=O)OCC(F)(F)C(F)F)cc1NC(=O)OCC(F)(F)C(F)F,-0.6,-0.08
Cc1cc(=O)oc2cc(OCC(=O)NCc3cccnc3)ccc12,0.2,-1.3
COC(=O)[C@H](CCSC)NC(=O)[C@@H](Cc1cnc[nH]1)NC(=O)OCc1ccccc1,-1.6,-0.57
CCOc1ccc2nc(NC(NC(=O)CC)(C(=O)OC)C(F)(F)F)sc2c1 (stereo not given),-0.9,-0.44
Cc1ccc(CNC(=O)CNC(=O)c2ccc(Br)o2)cc1,-0.2,1.9
CCc1ccc(OCC(=O)NC(NC(=S)Nc2ccc(Cl)cc2)C(Cl)(Cl)Cl)cc1 (stereo not given),-0.4,-0.95
CC(=O)c1ccccc1OCCCN1CCCCC1,0.2,.
Cc1cc2ccccc2n1CCNC(=O)c1ccc(Br)o1,0.1,-0.72
O=c1oc2ccccc2nc1/C=C(\O)c1ccc(Br)cc1,-0.8,-0.01
O=C(CSc1ncccc1C(=O)O)c1ccccc1F,0.2,1.1
CCC(C(=O)NCc1ccco1)n1nc(C)n2c(cc3occc32)c1=O (stereo not given),-1.7,0.16
Cc1nn(-c2ccccc2)c(=S)c2ccccc12,0.2,1.2
Nc1ccc[n+](CC(=O)c2ccccc2)c1,-3.0,-0.37

# The listing continues.
molecule,STK33 inh,Kir21 inh
Fc1ccc(NC(=S)NC23CN4CN(CN(C4)C2)C3)cc1,-2.9,0.07
COCCn1c(CCC(=O)O)ccc1-c1cccs1,-1.3,1.4
CCNC(=O)NC(=O)CSc1nnc(-c2c[nH]c3ccccc23)o1,-0.2,-1.5
COc1ccc(/C=N/OC/C(O)=C(\C#N)c2nc3ccccc3[nH]2)cc1,-1.1,0.08
Cc1ccc(C)c(C(=O)Nc2ccncc2)c1,-0.1,1.9
N#Cc1c(N)nc2c(c1-c1ccc(F)cc1)c(=O)nc1sccn12,-0.4,0.41
CSc1ccc(S(=O)(=O)NCC(=O)OCC(=O)NCCc2ccccc2)cc1[N+](=O)[O-],-1.4,1
Cc1ccc(Nc2ccc([N+](=O)[O-])ccc2=O)cc1,-3.9,-0.92
Cc1onc(-c2c(Cl)cccc2Cl)c1C(=O)Nc1ccc2c(c1)OCCO2,2.2,.
CCCCNC(=O)COC(=O)CCC(=O)c1ccc(Cl)cc1,-3.9,-0.81
CSc1cccc(NC(=O)CCCOc2ccc(Cl)cc2C)c1,-0.2,-3.2
N#Cc1ccc(OCC(=O)NC2=NCCS2)cc1,-0.7,1.7
COc1ccc(OCC(O)CN2CCc3ccccc3C2)cc1 (stereo not given),0.0,2.3
CC1(C)CC(=O)C2=C(C1)N(CC1CCCO1)C(=O)NC2(C(F)(F)F)C(F)(F)F (stereo not given),-2.3,0.14
N#Cc1cn(CC(=O)N2CCCc3ccccc32)c2ccccc12,-2.1,-0.27

# Additional results:
molecule,STK33 inh,Kir21 inh
Cc1ccc(C)n1-c1ccc(N2CCOCC2)c(Br)c1,-1.8,-0.14
CCOC(=O)CC1(NC(=O)c2cc(COc3cncc(Cl)c3)on2)CCCCC1,0.0,1.5
Cc1cccc(C(=O)OCC(=O)Nc2nnc(-c3ccccc3)o2)c1O,.,-1.8
CCc1ccc(NC(=O)Cn2c(=O)n(CCC(=O)NC3CCN(Cc4ccccc4)CC3)c(=O)c3ccccc32)cc1,-0.2,-0.23
COc1ccc(NS(=O)(=O)c2ccc(C)c(C(=O)N(C)CCc3ccc(OC)c(OC)c3)c2)cc1,-1.6,1.8
CCOc1ccc(-c2nnn(CC(=O)N3CCCC(C)C3)n2)cc1 (stereo not given),-0.3,1.2
CCOC(=O)c1cc2c(=O)n3ccccc3nc2n(CCCOC)c1=NC(=O)C(C)(C)C,0.1,0.74
O=C1c2cccc3cccc(c23)C(=O)C1(O)O,0.5,-0.64
Cc1cccc(NC(=S)NC(=O)c2ccco2)n1,-0.9,0.4
Cc1cccc(-c2nc(NCCCN3CCOCC3)c3ccccc3n2)c1,0.3,-0.01
Nn1cnnc1N/N=C/c1cccc(Cl)c1Cl,2.6,0.35
Cc1c(C(=O)O/N=C(\N)c2ccccn2)cccc1[N+](=O)[O-],2.9,-0.01
CCN(CC)C(=O)COC(=O)c1cc(-c2ccco2)nc2ccccc12,.,-1.8
COc1ccc(Cl)cc1NC(=O)CN(C)C(=O)C1CC1,-0.4,.
COc1cc(CCC(=O)NCc2ccc(F)cc2)cc(OC)c1OC,-0.2,-0.4

# Going on with the list:
molecule,STK33 inh,Kir21 inh
Cc1ccc(S(=O)(=O)NCC(=O)N(CC(=O)NCc2ccco2)Cc2ccco2)cc1,-0.8,0.91
C=CCN1C(=O)C2C(C(=O)NCc3ccccc3)C3C=CC2(O3)C1C(=O)NC(C)(C)C (stereo not given),-1.2,0.23
COc1ccc(-c2nc(C#N)c(N3CCOCC3)o2)cc1OC,-0.4,-1.1
Cc1cc(C)n(CC(=O)NNC(=O)c2ccc(OC(F)(F)F)cc2)n1,1.4,.
CC(C)Nc1ccccc1,-1.2,.
Cc1nc2c(-c3ccc(F)cc3)c(C)nn2c(C)c1CCC(=O)NCCN1CCOCC1,-1.8,1.1
Cc1ccc(CNC(=O)CSc2nc(=O)n3ccccc3n2)cc1,-0.7,0.48
Fc1cccc(Nc2ncnc3[nH]ncc23)c1,9.7,-0.29
C=CCCCCCCCCc1nc(SCC(C)=O)n[nH]1,1.4,-1.3
Cc1cc(NC(=O)c2ccc3c(c2)OCCO3)no1,1.4,-0.32
CCn1c(COc2ccccc2)nnc1SCc1ccc(C#N)cc1,-0.3,-6.5*
O=C(COc1ccc(S(=O)(=O)NC2CCCCC2)cc1)N1CCN(c2cccc(Cl)c2)CC1,.,1.1
O=C(CCl)Nc1cccc(S(=O)(=O)NC2=NCCCCC2)c1,0.2,.
CC(=O)Nc1cccc(/C(C)=N/NS(=O)(=O)c2ccccc2)c1,-0.9,-2.4
CC(=O)n1cc(/C=N/NC(=O)c2ccccc2O)c2ccccc21,-0.2,-0.7

# Kir21 inh: entries above that show a hit
molecule,STK33 inh,Kir21 inh
CCn1c(COc2ccccc2)nnc1SCc1ccc(C#N)cc1,-0.3,-6.5*

# New compounds follow.
molecule,STK33 inh,Kir21 inh
COc1cccc(C(C)NC(=O)Nc2ccccc2Cl)c1 (stereo not given),-1.1,0.62
Cc1cc(C)n(CC(=O)N2CCCC(N3CCN(Cc4ccc5c(c4)OCO5)CC3)C2)n1 (stereo not given),-0.9,1.1
CCc1ccc(-c2cc(C(=O)N/N=C/c3c[nH]c4ccccc34)[nH]n2)cc1,0.2,-0.75
CCN(CC)CC1C(=O)N(c2ccc(OC)cc2)C1c1ccccc1 (stereo not given),0.7,-2
O=C(c1ccc(Cl)cc1)c1ccc(Oc2cc(NN3CCCCC3)c([N+](=O)[O-])cc2[N+](=O)[O-])cc1,-1.0,-0.35
CN(CCO)c1nc(N)c2c(N)nc3c(c2c1C#N)CC(=O)N3C1CCCC1,1.2,1.9
Fc1ccccc1OCCCCN1CCCCC1,-1.3,-0.12
COc1ccc(/C=C(\C#N)C(=O)NCc2ccccc2)cc1O,0.0,-0.97
Oc1ccccc1/C=N/n1cnn(Cc2ccccc2Cl)c1=S,0.3,1.2
COc1cc2c(cc1C1C(C#N)=C(N)OC3=C1C(=O)CC(C)(C)C3)OCO2 (stereo not given),0.1,1.7
Cc1ccccc1-c1nc(CN2CCN(C(=O)c3ccco3)CC2)c(C)o1,0.0,0.78
O=C(CN1CCN(Cc2ccccc2)CC1)Nc1ccccc1,-0.4,-2.6
Cc1cc(C)cc(Oc2ccc(S(=O)(=O)N3CCN(C)CC3)cn2)c1,-0.6,0.64
O=C(CCC(=O)c1ccc(F)cc1)NCc1ccccc1C(F)(F)F,-0.3,-1
Cc1cnn(-c2cc(N/N=C/c3ccccc3Cl)ncn2)c1,0.0,0.74
O=C(Nc1nc(-c2ccc(Cl)s2)cs1)c1cccs1,1.0,1.3
